Screening data as filed in PubChem BioAssay.
PP5 inh – inhibitors of human protein phosphatase 5 (PP5); P53041; purified PP5c, OMFP substrate fluorescence; actives 0.18% (n = 320,000); AID 1987; inhibition, % at 6.7 µM;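 active means inhibition above the campaign's mean inhibition across all tested compounds plus 3 SD, cut at about 9.5% in these data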;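 further: 0% = DMSO only and 100% = 100 µM cantharidin control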
Fh CTSL1 inh – cathepsin L1 inhibition, PFM18AAP counter-screen. recombinant F. hepatica cathepsin L1, Z-Leu-Arg-MCA fluorescence. AID 1906. inhibition, % at 5.96 µM. actives 0.49% (n = 300,000);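 active means inhibition above the mean of all tested compounds plus 3 SD, set per screening campaign, cut at about 17% in these data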;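 further: 0% = plate median of test compound wells and 100% = 1 µM Z-Phe-Ala-diazomethylketone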
VLA-4 inh – inhibition in a human VLA-4 binding assay. P13612. VLA-4 expressing cells, ligand binding flow cytometry. inhibition, % (about 7 µM as worked out from the volumes in the protocol). actives 0.2% (n = 330,000); in the data active means inhibition above about 50%
Target sequence (P13612 whole entry, looked up): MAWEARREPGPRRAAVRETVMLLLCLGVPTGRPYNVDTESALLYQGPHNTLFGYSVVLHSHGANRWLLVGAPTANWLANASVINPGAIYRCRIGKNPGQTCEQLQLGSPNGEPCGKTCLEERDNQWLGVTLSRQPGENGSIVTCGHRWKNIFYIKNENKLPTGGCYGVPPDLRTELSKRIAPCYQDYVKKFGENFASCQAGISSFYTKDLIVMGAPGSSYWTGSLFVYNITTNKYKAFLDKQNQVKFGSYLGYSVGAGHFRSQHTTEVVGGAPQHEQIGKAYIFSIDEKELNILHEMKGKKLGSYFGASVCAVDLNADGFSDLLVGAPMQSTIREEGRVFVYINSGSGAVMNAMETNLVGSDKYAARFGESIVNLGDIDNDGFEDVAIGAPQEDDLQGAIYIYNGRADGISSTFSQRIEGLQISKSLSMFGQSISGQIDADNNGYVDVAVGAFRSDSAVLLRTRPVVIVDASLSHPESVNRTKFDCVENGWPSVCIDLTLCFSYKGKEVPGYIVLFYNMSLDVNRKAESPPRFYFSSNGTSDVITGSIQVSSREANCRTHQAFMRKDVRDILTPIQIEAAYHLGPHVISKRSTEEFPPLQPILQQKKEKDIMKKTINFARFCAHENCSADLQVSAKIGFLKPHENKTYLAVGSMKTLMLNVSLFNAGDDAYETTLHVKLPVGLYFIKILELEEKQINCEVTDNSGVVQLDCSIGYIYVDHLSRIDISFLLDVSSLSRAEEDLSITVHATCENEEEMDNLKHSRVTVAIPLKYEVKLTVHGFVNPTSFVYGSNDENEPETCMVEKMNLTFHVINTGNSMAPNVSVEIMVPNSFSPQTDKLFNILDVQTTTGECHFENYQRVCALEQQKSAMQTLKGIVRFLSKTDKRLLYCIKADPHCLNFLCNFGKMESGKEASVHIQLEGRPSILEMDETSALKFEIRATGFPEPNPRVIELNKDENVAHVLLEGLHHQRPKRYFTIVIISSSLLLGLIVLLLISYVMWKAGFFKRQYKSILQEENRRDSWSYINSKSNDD
GRK2 inh – blocks RNA aptamer binding to human GRK2. inhibition of aptamer binding, % at 10 µM. bead flow cytometry, FAM-aptamer displacement from GRK2. P25098. actives 0.59% (n = 330,000);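 active means inhibition of aptamer binding above 40%, roughly 3 SD of noise, on plates passing a quality check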;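 further: median bead fluorescence of bound FAM aptamer so fluorescent compounds give negative values; no value below 0 was filed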
core dimer inh – blocks dimerization of HCV core protein; actives 0.33% (n = 300,000); inhibition, % at 5 µM; TR-FRET GST/Flag-core106 dimerization, 1536-well; AID 1899;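 active means inhibition above the mean of all tested compounds plus 3 SD, set per screening campaign, cut at about 45% in these data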
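Assay system – GST-tagged and Flag-tagged HCV core protein residues 1-106 · Quantity – core106 proteins, GST 13.5 nM and Flag 17 nM · Benchmarks – unlabelled core106 and no-GST-core106 wells · Read-out basis – percent inhibition of core106 dimerization signal · Detection – time-resolved FRET, ex 340 nm, em 617 and 671 nm · Schedule – 4 h at 22.5 °C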
PP1 counter – PP1-alpha (human) inhibition in PP5 counter-screen | P62136 | purified PP1alpha, OMFP fluorescence | inhibition, % at 6.7 µM | actives 0.9% (n = 320,000) | AID 2235;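 active means inhibition above the mean inhibition of all tested compounds plus 3 SD, computed separately for each screening campaign, cut at about 15% in these data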
procasp7 counter – counter-screen for procaspase-3 activators: activators of human procaspase-7; recombinant procaspase-7, Ac-DEVD-pNA absorbance 405 nm; D23A/D198A/D206A triple mutant, cannot self-cleave; scale: DMSO 0, 5 µM enzyme 100; P55210; actives 0.093% (n = 330,000); AID 463210; activation, % at 8.5 µM;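 active means percent activation above the screen-wide mean plus 3 SD, cut at about 25% in these data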
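System: Procaspase-7 triple mutant (PC-7 D3A); measure: % activation from two-timepoint absorbance difference, scaled to controls; times: 1 h compound preincubation, 2 h substrate cleavage, 25 °C; also added: Ac-DEVD-pNA substrate, 400 µM as added; measured by: Epi-absorbance of released pNA at 405 nm, two timepoints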
GASC-1 inh – blocks human GASC-1 demethylase activity; AID 2099; GST-JMJD2C(1-420) H3K9me3 demethylation, DELFIA europium; Q9H3R0; actives 0.069% (n = 330,000); inhibition, % at 2.35 µM;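 active means more than half of a compound's replicate wells show inhibition beyond 50%, single wells judged on their own value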;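 further: signal counts dimethyl H3K9 product captured on neutravidin plate; 0% = median of DMSO wells and 100% = 0.3 times that DMSO median; strong numbers were not always called active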
procasp3 activ – activates human procaspase-3. AID 463141. recombinant procaspase-3 D3A, Ac-DEVD-pNA absorbance 405 nm. actives 0.11% (n = 330,000). activation, % at 8.5 µM. P42574;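 active means activation above the mean of all tested compounds plus 3 SD, cut at about 21% in these data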;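 further: 0% = DMSO alone and 100% = DMSO wells spiked with extra 5 µM PC-3 D3A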
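Assay system – Procaspase-3 D3A mutant · Benchmarks – DMSO low control, extra-enzyme high control · Technique – 405 nm absorbance of p-nitroaniline, reads at 0 and 120 min · Doses – 8.5 µM nominal · Measure – % activation between DMSO and enzyme-spiked controls · Also added – Ac-DEVD-pNA chromogenic peptide substrate · Schedule – 1 h compound preincubation, 2 h substrate hydrolysis at 25 °C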
* marks the source's active call; other numbers are inactive results; x = not tested or not shown.

SMILES	PP5 inh	Fh CTSL1 inh	VLA-4 inh	GRK2 inh	core dimer inh	PP1 counter	procasp7 counter	GASC-1 inh	procasp3 activ
Cc1ccc(C(=O)NC(=C(Cl)Cl)S(=O)(=O)c2ccc(Cl)cc2)cc1	0.4	8	-14	4	13	-2	-1	-1	-2
CCOC(=O)c1sc(-c2ccc(Cl)cc2)nc1O	0.7	11	-5	0	-4	25*	-32	1	-33
CCCCN(C(=S)NC(=O)c1ccccc1)c1c(N)n(Cc2ccccc2)c(=O)[nH]c1=O	0.6	3	6	0	-2	0	-5	0	5
O=C(CN(C(=O)CCC(=O)Nc1nccs1)c1ccc2c(c1)OCO2)NCc1ccccc1	1.3	0	8	2	-7	5	1	-25	6
Cc1ccc(Cn2cnc3c(cnn3-c3ccc(F)cc3)c2=O)cc1	-2.2	-6	34	26	5	-3	11	-7	4
COc1cc(C(=O)OCC(=O)c2c(N)n(C)c(=O)n(C)c2=O)ccc1OCCC(C)C	2.2	-1	-4	1	13	2	4	-5	5
CCOc1nc(NC(C)C)nc(NC(C)C)n1	-0.6	6	42	0	5	-4	0	-14	5
Cc1ccc(CN2CCN(C(=O)c3ccco3)CC2)cc1	1.8	-5	2	2	3	-3	-5	-4	1
CCc1ccccc1NC(=O)C1CCCN1S(=O)(=O)c1ccc2c(c1)n(C)c(=O)c(=O)n2C (stereo not drawn)	0.8	-3	7	0	1	-2	-1	3	-2
CCCCCCCC[n+]1c(C)n(-c2ccccc2)c2ccc(NC(C)=O)cc21	-0.2	4	5	0	-3	6	5	-38	-1
Cc1ccc2c(C)c(C(=O)N3CCC(O)(c4ccccc4)CC3)oc2c1C	3.5	5	6	3	-2	4	-13	27	0
CCO/N=C1\C(=O)N(c2ccccc2)c2ccccc21	-2.2	1	12	1	5	-1	7	2	-3
NC(=O)c1c(NC(=O)c2cccnc2Cl)sc2c1CCCC2	0.8	-4	3	0	-8	0	-2	1	-7
CNS(=O)(=O)c1cc(NC(=O)CCNC(=O)c2ccco2)ccc1C	-0.3	-6	-8	0	13	4	-3	5	5
COc1cccc(OC)c1OCCNCCO	3.0	-3	3	0	0	-3	6	6	2
CCOc1ccc(N(CC(=O)N2CCc3ccccc32)S(=O)(=O)c2c(C)noc2C)cc1	4.7	-1	26	3	3	-7	2	19	2
COc1ccc(S(=O)(=O)Nc2nc3c(s2)C(=O)CC(C)(C)C3)cc1	1.8	2	4	0	-10	-2	0	14	8
NS(=O)(=O)c1cccc(NC(=O)CNC(=O)CC23CC4CC(CC(C4)C2)C3)c1	-0.9	4	5	1	0	-4	1	-7	-5
CC(OC(=O)c1cccc([N+](=O)[O-])c1)C(=O)NCc1ccc2c(c1)OCO2 (stereo not drawn)	0.1	-3	-10	0	-2	1	5	-1	-2
N/C(=N\OC(=O)COc1ccc(Br)cc1Cl)c1ccccn1	2.7	-11	29	0	-2	2	5	3	-5
CCCCS(=O)(=O)c1sc2nc(C)cc(C)c2c1N	2.2	-1	3	0	-3	1	2	6	4
CC1(C)Cc2c(c(-c3ccco3)[nH]c(=O)c2C#N)CS1	-1.4	3	6	5	-3	3	-18	-2	-12
COc1cccc(OC)c1OC(=O)/C=C/c1ccc(C)o1	1.9	4	8	0	6	9	-7	-3	-3
O=C(OCc1cccnc1)C1=Cc2ccccc2OC1	4.6	-6	0	1	0	-4	10	14	-3
CN1CCN(c2ccc(Cl)cc2NC(=O)c2ccc([N+](=O)[O-])cc2)CC1	-0.2	1	7	4	5	1	1	-4	2
CCC(C)[C@H](NC(=O)Nc1ccc2c(c1)OCCO2)C(=O)OC (stereo partly drawn)	-0.2	2	3	0	-2	-2	8	-4	-6
C=CCn1c(SCC(=O)c2ccc(OC)cc2)nnc1-c1ccc2c(c1)OCO2	-0.5	-1	21	7	4	-4	-8	68	4
Cc1cccc2c1CC(C)(C)N=C2C1=C(O)CCCC1=O	0.0	-4	12	0	6	-3	5	-2	-7
Cc1cc(=O)oc2cc(OCC(=O)N3CCCc4ccccc43)ccc12	-0.4	3	-6	0	0	4	3	-4	0
CC(OC(=O)Cc1cccc(C(F)(F)F)c1)C(=O)Nc1ccc(Cl)cn1 (stereo not drawn)	5.0	-7	3	0	3	0	9	-1	-4
O=C(NCCc1ccccc1)c1cccc(N2C(=O)C3CC=CCC3C2=O)c1 (stereo not drawn)	-1.9	-1	9	0	-1	-2	4	0	0
CCc1ccc(OCC(=O)c2c(O)c3ccccc3oc2=O)cc1	-0.3	3	37	0	2	4	17	-1	5
CC(=O)Nc1ccc(NC(=O)C2C3C=CC(C3)C2C(=O)O)cc1 (stereo not drawn)	-1.4	8	1	36	-9	-1	-7	-3	7
Cc1c(C(=O)N(C)c2ccccc2Cl)cnn1-c1ccccc1	1.6	2	-1	0	-2	2	5	7	5
CCCCCCc1ccc(OCC(=O)OC)cc1OCC(=O)OC	4.5	3	40	0	6	4	-1	10	3
CC(C)C[C@@]12C(=O)N(c3cccc(F)c3)C(=O)N1[C@H](c1ccc(F)cc1)[C@@H]1C(=O)N(C3CCCCC3)C(=O)[C@@H]12	2.4	2	10	0	14	1	-2	5	2
COc1ccccc1N1CCN(C(=O)CSc2ncnc3c2cnn3-c2ccc(C)c(C)c2)CC1	-0.6	4	-4	0	7	-2	14	-1	-2
C[N+]1(C)CC2=Cc3ccccc3CC2C1 (stereo not drawn)	0.5	-2	2	0	-1	0	-8	4	-5
COc1ccc2nc(C)cc(N/N=C/c3ccccc3)c2c1	1.8	x	27	0	x	3	-16	-2	-26
COc1cc(/C=C(/C#N)C(=O)NCCc2c[nH]c3ccccc23)ccc1OCc1ccccc1F	1.2	-6	6	0	4	-2	-2	0	4
CCC(=O)c1ccc(OCC(=O)NCCC2=CCCCC2)c(OC)c1	1.3	-4	11	0	-6	0	4	-2	-7
COc1ccc(-n2nc(C(=O)NCC(=O)Nc3cccc(Cl)c3)c3ccccc3c2=O)cc1	0.0	5	15	0	-13	-6	0	-7	7
Cc1ccc(C(=O)N(C)c2ccc(OCC(=O)N3c4ccc(C)cc4C4CN(C)CCC43)cc2)cc1 (stereo not drawn)	2.0	-3	11	0	-1	-3	0	12	-2
CCOC(=O)Cc1nnc(NC(=O)C(CC)Sc2nc(C)cc(=O)[nH]2)s1 (stereo not drawn)	-0.5	-5	43	2	-4	-1	8	-7	-4
COc1cc(C2NC(=O)CCC2[N+](=O)[O-])cc(OC)c1OC (stereo not drawn)	-0.7	-6	6	2	4	-1	18	4	10
CC(=O)c1c(C)cc(C)c(CSc2nc(C)cc(=O)[nH]2)c1C	-0.2	3	4	0	1	-4	-9	5	5
O=C(CN1C(=O)c2cccc3cccc(c23)C1=O)N1CCCCCC1	3.2	8	7	0	-1	-1	0	1	5
Cc1ccc(S(=O)(=O)N(CC(=O)N2CCC(C)CC2)Cc2ccccc2F)cc1	4.2	-7	1	0	0	-9	0	10	0
Cc1ccc2cc(CN(Cc3ccco3)C(=O)NCc3ccccc3)c(=O)[nH]c2c1C	-0.1	-1	-4	0	7	2	3	-43	-5
CN(CC(=O)N1CCc2ccccc21)S(=O)(=O)c1ccc(Br)s1	4.9	-6	2	0	3	-8	8	-5	1
CCn1c(C(=O)N2CCC(C(=O)NCc3ccc(OC)cc3)CC2)cc2sccc21	3.0	-5	26	3	8	1	0	47	2
CC(C)CNc1nc(N)c([N+](=O)[O-])c(NC2CCCCC2)n1	0.2	-1	11	4	0	3	5	0	3
CN(C)CC(O)COC(c1ccc(Cl)cc1)c1ccc(Cl)cc1 (stereo not drawn)	-1.6	-1	4	0	-10	1	5	-23	-2
CCc1nnc(NC(=O)CCC(=O)NC2CCCCCCC2)s1	-0.5	-1	-7	0	-8	-1	-2	-18	-3
CC(C)(C)C(=O)OC/C(N)=N/OC(=O)c1ccc(Cl)cc1	-0.1	0	5	3	-2	-3	1	-2	-3
COC(=O)c1sccc1NC(=S)N1CCC(C)CC1	0.6	-1	2	0	5	-3	8	-14	-10
O=C(COc1ccc2c(-c3ccccc3)cc(=O)oc2c1)NC(Cc1c[nH]c2ccccc12)C(=O)O (stereo not drawn)	x	x	2	3	x	x	3	5	-1
Cc1noc(C)c1CN1C(=O)NC2(CCc3ccccc3C2)C1=O (stereo not drawn)	1.6	0	13	0	-6	-1	14	-6	1
O=C(NC(C(=O)N1CCCC1C(=O)O)=C1CCCCC1)c1ccccc1 (stereo not drawn)	2.2	0	3	1	-1	-1	4	-1	1
CN(Cc1ccc(C(F)(F)F)cc1)C(=O)c1ccc2ccccc2n1	-0.3	3	-4	2	-1	-2	2	28	2

Profiles, looked up by structure.
COc1cc(C2NC(=O)CCC2[N+](=O)[O-])cc(OC)c1OC (stereo not drawn) across the screens: PP5 inh = -0.7; Fh CTSL1 inh = -6; VLA-4 inh = 6; GRK2 inh = 2; core dimer inh = 4; PP1 counter = -1; procasp7 counter = 18; GASC-1 inh = 4; procasp3 activ = 10
O=C(CN1C(=O)c2cccc3cccc(c23)C1=O)N1CCCCCC1 across the screens: PP5 inh = 3.2; Fh CTSL1 inh = 8; VLA-4 inh = 7; GRK2 inh = 0; core dimer inh = -1; PP1 counter = -1; procasp7 counter = 0; GASC-1 inh = 1; procasp3 activ = 5

(listing goes on)
SMILES	PP5 inh	Fh CTSL1 inh	VLA-4 inh	GRK2 inh	core dimer inh	PP1 counter	procasp7 counter	GASC-1 inh	procasp3 activ
C/C(=N\Nc1ccc(F)cc1F)c1cccs1	-0.3	6	19	0	2	-3	1	-5	-5
CCCN(CCC)CCCNC(=O)C1CCN(S(=O)(=O)c2cccc3nsnc23)CC1	0.2	3	5	0	-1	-1	5	-8	-4
COc1cc(C(=O)NCC(=O)NCCSc2ccc(Br)cc2)cc(OC)c1OC	0.3	-3	-3	0	-2	-1	11	-3	4
COc1ccc(N2CCN(C(=O)c3c(Cl)cnn3C)CC2)cc1	0.9	1	-2	2	-6	1	-4	-4	-7
O=C(NC1CCCCCC1)C(=S)N1CCOCC1	-2.0	0	1	0	0	-6	-10	22	-4
CC(C(=O)Nc1ccc(F)c(F)c1)N1CCN(C)CC1 (stereo not drawn)	1.8	-1	-6	5	-1	3	-1	1	-2
CC(=O)O[C@H]1CC[C@@]2(C)C(=CC[C@H]3[C@@H]4CC[C@H](C(C)=O)[C@@]4(C)CC[C@@H]32)C1	-0.5	-2	6	0	10	-1	0	16	7
O=C(NCc1ccncc1)c1ccc(Cl)c(S(=O)(=O)N2CCCCC2)c1	-1.0	0	15	1	1	-4	3	0	6
O=C(NCCc1ccc(Cl)cc1)c1n[nH]c2ccccc12	0.6	-2	-7	0	-2	3	0	-15	-1
CCCCn1c(C(C)NC(=O)CCC)nc2ccccc21 (stereo not drawn)	2.8	-7	-16	0	-1	2	-1	-6	-7
CC(=O)NC(C)c1cc(Cl)c2ccccc2c1O (stereo not drawn)	3.1	x	-162	1	x	-1	-1	8	-1
